PvdQ acylase = blocks Pseudomonas aeruginosa PvdQ acylase activity; purified PvdQ acylase, fluorescence plate reader; inhibition, % at 10 µM; hit rate 0.063% among 340,000; in the data active = inhibition above about 30%, passing the limit was not always enough;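 note: 0% = vehicle neutral wells and 100% = reference inhibitor wells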
CDK5 inh = inhibitors of human CDK5/p35 kinase | Q00535+Q15078 | Recombinant CDK5/p35, ADP-Glo luminescence, 60 min | inhibition, % at 10 µM | hit rate 0.01% among 330,000;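 active = highest replicate inhibition of at least 50% and at least 75% of replicates reaching 50%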;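 note: plate controls were DMSO neutral control for no effect and GW8510 at 10 µM for full effect; many of its hits are not listed in these tables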
Target sequence (Q00535 whole entry, looked up): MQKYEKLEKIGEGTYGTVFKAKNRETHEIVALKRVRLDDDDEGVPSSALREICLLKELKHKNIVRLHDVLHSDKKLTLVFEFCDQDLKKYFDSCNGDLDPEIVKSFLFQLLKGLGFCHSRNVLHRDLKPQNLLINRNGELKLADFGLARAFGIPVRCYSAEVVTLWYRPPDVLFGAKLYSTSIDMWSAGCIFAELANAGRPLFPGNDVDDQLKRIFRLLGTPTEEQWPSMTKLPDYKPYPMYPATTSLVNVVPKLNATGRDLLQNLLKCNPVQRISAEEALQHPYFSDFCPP
Target sequence (Q15078 whole entry, looked up): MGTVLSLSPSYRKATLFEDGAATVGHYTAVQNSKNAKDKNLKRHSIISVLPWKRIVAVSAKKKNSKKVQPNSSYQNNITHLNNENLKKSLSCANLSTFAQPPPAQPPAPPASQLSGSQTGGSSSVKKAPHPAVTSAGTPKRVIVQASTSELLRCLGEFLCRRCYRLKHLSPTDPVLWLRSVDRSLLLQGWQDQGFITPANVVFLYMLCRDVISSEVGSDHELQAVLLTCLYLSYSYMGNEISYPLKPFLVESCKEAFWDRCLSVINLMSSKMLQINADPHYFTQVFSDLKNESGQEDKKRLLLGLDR
Rtt109 HAT inh = blocks Candida albicans Rtt109/Vps75 acetyltransferase activity | inhibition, % at 34.9 µM | hit rate 0.16% among 330,000 | purified Rtt109/Vps75, ThioGlo CoA-SH fluorescence, 4 h | Q5AAJ8 | AID 540336;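 active = inhibition of at least 50% in every replicate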
PfHsp90 yeast 2 = inhibits growth of yeast expressing Plasmodium falciparum Hsp90; hit rate 0.32% among 310,000; S. cerevisiae expressing PfHsp90, BacTiter-Glo ATP, 48 h; yeast lacking PDR1 and PDR3 efflux regulators; inhibition, % at 9.4 µM;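 active = every replicate shows inhibition above about 80%, whatever the replicate mean, limit read from the data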;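 note: 0% = DMSO neutral controls and 100% = 20 µM radicicol positive controls; yeast relying on Plasmodium falciparum Hsp90 in place of its own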
Keap1 Nrf2 FP = disrupts human Keap1 binding to Nrf2 peptide; Keap1 Kelch-Nrf2 peptide fluorescence polarization, 1536-well; inhibition, % at 9.4 µM; Q14145; hit rate 0.15% among 340,000; in the data active = inhibition above about 12%;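 note: human Keap1 Kelch domain with fluorescein labeled Nrf2 9mer peptide probe; 0% = neutral control wells and 100% = peptide positive control; higher means more block of Keap1 binding to Nrf2 peptide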
dFosB activator = mouse delta FosB homodimer activation; P13346; purified delta FosB, TAMRA-CDK5 oligo fluorescence polarization; percent of positive-control signal above neutral wells; activation, % at 25 µM; hit rate 0.99% among 340,000; AID 493131;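 active = mean activation above about 17%, with every replicate also reaching it, limit read from the data, passing the limit was not always enough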;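 note: fluorescence polarization rise as delta FosB binds a TAMRA Cdk5 AP-1 oligo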
Target sequence (P13346 whole entry, looked up): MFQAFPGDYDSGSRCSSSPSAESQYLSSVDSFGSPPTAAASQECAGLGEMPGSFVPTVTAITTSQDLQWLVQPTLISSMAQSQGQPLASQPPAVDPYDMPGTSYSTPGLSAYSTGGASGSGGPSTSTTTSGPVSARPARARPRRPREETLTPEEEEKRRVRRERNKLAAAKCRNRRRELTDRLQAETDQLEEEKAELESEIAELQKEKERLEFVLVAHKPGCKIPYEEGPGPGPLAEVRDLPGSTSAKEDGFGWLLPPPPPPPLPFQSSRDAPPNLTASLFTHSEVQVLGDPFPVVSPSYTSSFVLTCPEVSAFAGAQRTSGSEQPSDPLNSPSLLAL
cardiac RTF act = increases calcium sensitivity of human cardiac regulated thin filaments; IANBD-labeled TnC RTF fluorescence at EC20 calcium; 0% EC20 calcium, 100% full calcium; activation, % at 7.2 µM; hit rate 0.24% among 340,000;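 active = activation above the mean over all tested compounds plus 3 SD, cut at about 30% in these data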;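 note: rise in fluorescence read as greater calcium sensitivity of cardiac thin filaments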
NSD2 HMT inh = blocks human histone methyltransferase NSD2; O96028; NSD2 peptide methylation, AlphaScreen, 120 min; inhibition, % at 12.5 µM; hit rate 0.54% among 310,000; AID 743445; in the data active = inhibition above about 50%
Mot1-301 SUMO = inhibitors of SUMOylation pathway: yeast Mot1-301 growth rescue; S. cerevisiae Mot1-301 growth rescue, ATP luminescence, 38.5C; percent above DMSO median, 100 means doubled; growth rescue, % at 18.8 µM; hit rate 1% among 320,000; AID 2716;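 active = every valid replicate shows activation above 250% relative to neutral control wells; inactive = the rest, any valid replicate at or below 250%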;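 note: OY570 slx delta 5 strain wells were the positive control but not used for scaling; some compounds called inactive have numbers as strong as hits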
Cardiac RTF inh = cardiac RTF calcium desensitization. IANBD-labeled cardiac RTF, Ca2+ fluorescence. inhibition, % at 7.15 µM. hit rate 0.12% among 340,000;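 active = inhibition above the mean inhibition of all tested compounds plus 3 SD, cut at about 17% in these data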;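 note: assay run at fixed EC70 calcium of 1.6 mM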
LANA DNA inh = blocks KSHV LANA C-terminal domain binding to DNA | inhibition, % at 9 µM | hit rate 0.078% among 340,000 | MBP-C-LANA/FAM-LBS DNA binding, fluorescence polarization;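 active = highest replicate inhibition at or above 60% at 9 µM, even if other replicates fall short; inactive = all replicates below 60% inhibition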;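 note: 0% = neutral control wells and 100% = 4 µM acridine orange control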
The depositor's hits bear a star; · = no result given.

SMILES | PvdQ acylase | CDK5 inh | Rtt109 HAT inh | PfHsp90 yeast 2 | Keap1 Nrf2 FP | dFosB activator | cardiac RTF act | NSD2 HMT inh | Mot1-301 SUMO | Cardiac RTF inh | LANA DNA inh
O=C(C1COc2ccccc2O1)N1CCn2c(nc3ccccc32)C1 (configuration not stated) | -12 | 2.0 | -4 | 24 | -1 | -14 | 5 | · | -19 | -8 | -0.7
CCC(C)NC(=O)CSc1nc2ccccc2c(=O)n1-c1c(C)n(C)n(-c2ccccc2)c1=O (configuration not stated) | -14 | -0.1 | -6 | -6 | -5 | -8 | 0 | -6 | 1 | -13 | -3.0
CCOC(=O)C1CCNC(=O)C1=O (configuration not stated) | -17 | -1.9 | 2 | 12 | -3 | -2 | 2 | -2 | · | -5 | 0.2
CC1CCc2c(sc3nc(SCC(=O)O)n(-c4ccccc4)c(=O)c23)C1 (configuration not stated) | -16 | 1.5 | 3 | -3 | 4 | 4 | -1 | 0 | 10 | 7 | -7.6
CCOC(=O)c1nn(-c2cccc(C)c2)c2nc(-c3ccccc3)c(C#N)c(=O)n12 | 2 | -0.2 | -23 | 3 | -2 | 0 | -2 | 1 | 25 | -4 | 0.7
O=S(=O)(c1cccc(S(=O)(=O)N2CCC(n3nnc4ccccc43)CC2)c1)N1CCCCC1 | -3 | 0.7 | -19 | -8 | -6 | -2 | -3 | · | 8 | 7 | 0.3
CC(=O)NCC(=O)NC(Cc1ccccc1)C(N)=O (configuration not stated) | -2 | 1.6 | 4 | 5 | 0 | 2 | -3 | 2 | -2 | 11 | -0.6
Oc1ccccc1C1=NN(c2ccccc2)C(c2ccc(F)cc2)C1 (configuration not stated) | -10 | -2.7 | 14 | -15 | 1 | 1 | 0 | -3 | -19 | 2 | 0.4
COc1ccccc1C(=O)Nc1ccc2c(c1)nc(CCNC(C)=O)n2C | -15 | -0.1 | -5 | · | -1 | -3 | 1 | -2 | -7 | -2 | 1.3
Nc1nc(COC(=O)c2ccc3c(c2)OCCO3)nc(Nc2ccccc2)n1 | -3 | 2.4 | -1 | -2 | -6 | -7 | 2 | 13 | 68 | -6 | -0.8
COCC1CCCN(Cc2nc(C(c3ccccc3)c3ccccc3)no2)C1 (configuration not stated) | -6 | 0.2 | -3 | 14 | 0 | -11 | 5 | 0 | -14 | -10 | -0.1
CCNS(=O)(=O)c1ccc(NC(=O)c2cccnc2)cc1 | 8 | -0.7 | -3 | 0 | -1 | 2 | 0 | -1 | 12 | 1 | -0.7
CC(=O)c1cn(-c2ccc([N+](=O)[O-])cc2)c(=O)n(C)c1=O | -16 | -8.8 | 4 | -17 | -3 | -1 | 3 | 0 | -19 | -2 | -0.6
CC1CCC(NC(=O)CN(C)CC(=O)Nc2ccc(F)cc2)CC1 (configuration not stated) | -24 | 0.3 | -4 | -8 | -7 | -4 | -1 | -1 | 10 | 3 | -0.6
O=C(N1CCOCC1)N1CCN(S(=O)(=O)c2cccc([N+](=O)[O-])c2)CC1 | 0 | -1.2 | 3 | 6 | 1 | 2 | -6 | 3 | -11 | 4 | -1.1
COc1ccc(C(=O)OC(C)CN2CCN(C)CC2)cc1 (configuration not stated) | 0 | 0.5 | -2 | 3 | -5 | 0 | -4 | 1 | -9 | -4 | 0.0
CC(=O)OC1c2ccccc2C(=O)N1Cc1ccccc1Cl (configuration not stated) | -1 | -2.1 | -4 | -20 | 0 | -4 | 0 | · | 2 | 1 | -1.1
CCc1cccc(CN2CCC(CNC(=O)Nc3ccc(Cl)cc3)CC2)c1 | -11 | -0.7 | 3 | 1 | 1 | -6 | -1 | 4 | -18 | -14 | 1.1
CCOCC(=O)Nc1cccc(Br)c1 | -21 | -3.5 | -5 | 12 | -4 | 5 | -4 | -2 | 13 | -3 | -1.8
COc1ccccc1NC(=O)Nc1cc(C(C)C)ccc1C | -13 | 0.1 | 0 | 1 | 4 | 6 | -8 | -3 | · | -1 | -1.4

As entered above.
Value of CCNS(=O)(=O)c1ccc(NC(=O)c2cccnc2)cc1 in NSD2 HMT inh: -1
Value of COc1ccc(C(=O)OC(C)CN2CCN(C)CC2)cc1 (configuration not stated) in CDK5 inh: 0.5

Continuation:
SMILES | PvdQ acylase | CDK5 inh | Rtt109 HAT inh | PfHsp90 yeast 2 | Keap1 Nrf2 FP | dFosB activator | cardiac RTF act | NSD2 HMT inh | Mot1-301 SUMO | Cardiac RTF inh | LANA DNA inh
CN1C(=O)CC(N2CCN(CCN=CC3=C(O)CC(C)(C)CC3=O)CC2)C1=O (configuration not stated) | 4 | 0.6 | 3 | 16 | 1 | 4 | -5 | -1 | 32 | -6 | -0.4
COc1cc(OC)cc(C(=O)Nc2ccc(C(=O)Nc3ccccc3OC)cc2)c1 | 8 | -0.6 | 0 | 1 | 0 | -1 | 3 | -1 | 60 | -5 | 4.3
COCCCNC(=O)c1cc(C)nc2ccc(F)cc12 | -12 | -0.6 | 4 | -14 | -3 | -3 | -2 | -4 | -18 | -11 | 0.4
CCc1ccc(/C=c2\s/c(=C\C(=O)C(C)(C)C)[nH]c2=O)cc1 | -7 | 0.2 | -9 | -52 | -6 | -16 | -7 | 3 | 129 | -5 | 0.6
O=C(OC(C(=O)Nc1ccc([N+](=O)[O-])cc1Br)c1ccccc1)c1ccccc1 (configuration not stated) | -6 | 0.9 | 2 | · | -9 | -17 | 0 | 0 | 45 | -12 | 0.8
COc1ccc(OC)c(S(=O)(=O)N2CCN(c3c(C)cccc3C)CC2)c1 | -7 | 0.2 | 2 | 0 | 2 | -4 | 0 | · | -12 | -2 | 0.5
Cc1ccc(C(=O)Nn2cnnc2)cc1 | -14 | 1.1 | -2 | -24 | -3 | -5 | -1 | 1 | 3 | -10 | 3.0
COC(=O)c1ccc(C)c(NC(=O)Cn2c(C)csc2=O)c1 | -19 | -0.3 | -8 | · | -3 | 4 | 0 | 0 | 7 | -3 | 0.3
COC(=O)c1cccc(COC(=O)c2cccnc2SC)c1 | -21 | 1.4 | 1 | -13 | 1 | -3 | -4 | -2 | · | -2 | -1.0
CCOC(=O)c1cnc2c(ccc3ccccc32)c1N | 11 | 3.5 | 10 | 6 | 2 | 0 | 5 | -2 | -18 | -3 | 0.3
C=CCN(C(=O)C1CSC2(C)CCC(=O)N12)c1nc(-c2ccccc2)cs1 (configuration not stated) | -8 | -0.4 | -4 | · | -3 | -13 | -7 | 3 | 12 | -2 | 0.0
Cc1c(C)c2ccc(OCC(=O)Nc3ccccc3C(N)=O)cc2oc1=O | -8 | 0.7 | -14 | -1 | -2 | 0 | 6 | · | 0 | 1 | 3.1
COc1ccc2cc(-c3[nH]ncc3CN3CCCCO3)ccc2c1 | -16 | 1.1 | 7 | 17 | -1 | -11 | -1 | 4 | 37 | -8 | -2.1
COCCNC(=O)CN(Cc1ccc(Cl)cc1)S(C)(=O)=O | -17 | 1.7 | -3 | 7 | -3 | -4 | -2 | -1 | -3 | -6 | -0.3
Cc1ccc(Cl)cc1NS(=O)(=O)N1CCOCC1 | -10 | 0.9 | 0 | -7 | -3 | -13 | 5 | 5 | 2 | -11 | -0.7
CS(=O)(=O)N(CC(=O)N/N=C/c1cc([N+](=O)[O-])ccc1Cl)c1ccccc1 | -5 | -2.7 | 3 | 11 | -3 | -4 | 0 | 0 | 435 | 4 | 3.0
CN(C)C(=O)C(=O)c1c(-c2ccccc2)cc2ccccn12 | 2 | -0.2 | -6 | · | -2 | -3 | -3 | 0 | 446 | -2 | -0.2
Cn1nnnc1SCC1=C(C(=O)O)N2C(=O)C(NC(=O)Cn3nc(C(F)F)cc3C3CC3)C2SC1 (configuration not stated) | 0 | -0.2 | -13 | -6 | -8 | 0 | 0 | 7 | -6 | -15 | 0.5
CC(C)N1CCN(C(=O)c2ccc(OC3CCN(CCc4ccccc4)CC3)cc2)CC1 | -9 | 1.6 | 4 | 4 | 6 | -5 | 7 | 11 | -17 | 1 | 1.2
Brc1cnc2ccccc2c1N1CCCCC1 | -9 | 0.7 | -9 | -6 | 1 | 2 | -2 | 1 | 49 | -5 | -1.1

Retrieved one by one from the list above (five):
SMILES | PvdQ acylase | CDK5 inh | Rtt109 HAT inh | PfHsp90 yeast 2 | Keap1 Nrf2 FP | dFosB activator | cardiac RTF act | NSD2 HMT inh | Mot1-301 SUMO | Cardiac RTF inh | LANA DNA inh
COCCNC(=O)CN(Cc1ccc(Cl)cc1)S(C)(=O)=O | -17 | 1.7 | -3 | 7 | -3 | -4 | -2 | -1 | -3 | -6 | -0.3
O=C(OC(C(=O)Nc1ccc([N+](=O)[O-])cc1Br)c1ccccc1)c1ccccc1 (configuration not stated) | -6 | 0.9 | 2 | · | -9 | -17 | 0 | 0 | 45 | -12 | 0.8
Cc1ccc(C(=O)Nn2cnnc2)cc1 | -14 | 1.1 | -2 | -24 | -3 | -5 | -1 | 1 | 3 | -10 | 3.0
COC(=O)c1cccc(COC(=O)c2cccnc2SC)c1 | -21 | 1.4 | 1 | -13 | 1 | -3 | -4 | -2 | · | -2 | -1.0
COc1ccccc1NC(=O)Nc1cc(C(C)C)ccc1C | -13 | 0.1 | 0 | 1 | 4 | 6 | -8 | -3 | · | -1 | -1.4

(cont.)
SMILES | PvdQ acylase | CDK5 inh | Rtt109 HAT inh | PfHsp90 yeast 2 | Keap1 Nrf2 FP | dFosB activator | cardiac RTF act | NSD2 HMT inh | Mot1-301 SUMO | Cardiac RTF inh | LANA DNA inh
CCc1ccc(NS(=O)(=O)c2ccc3[nH]cc(C(=O)N(C)Cc4ccco4)c(=O)c3c2)cc1 | -4 | -0.3 | 8 | -2 | -1 | -12 | 5 | 5 | 10 | -9 | 1.0
COc1ccc(NC(=S)N(CCc2c(C)[nH]c3ccc(C)cc23)Cc2cccs2)cc1 | 17 | -0.8 | -16 | -3 | 1 | -16 | -7 | · | -17 | -2 | -0.1
CCc1ccc(NC(=O)C2CC(=O)Nc3ncnn32)cc1 (configuration not stated) | 10 | -2.0 | 6 | 13 | -4 | -4 | -2 | -2 | 263 | -5 | -0.6
C=CCc1c(C)nc(SC)nc1Nc1ccc(C)cc1 | 7 | -1.5 | 12 | 22 | 0 | -2 | 1 | -5 | 31 | -1 | 0.0
O=C(COc1c(Br)cc(Br)c2cccnc12)N1CCCCC1 | -5 | -2.7 | -7 | -28 | -7 | -7 | 7 | 4 | 10 | -7 | 6.5

Gathered by group: the compounds so far with a COOH group (2)
SMILES | PvdQ acylase | CDK5 inh | Rtt109 HAT inh | PfHsp90 yeast 2 | Keap1 Nrf2 FP | dFosB activator | cardiac RTF act | NSD2 HMT inh | Mot1-301 SUMO | Cardiac RTF inh | LANA DNA inh
CC1CCc2c(sc3nc(SCC(=O)O)n(-c4ccccc4)c(=O)c23)C1 (configuration not stated) | -16 | 1.5 | 3 | -3 | 4 | 4 | -1 | 0 | 10 | 7 | -7.6
Cn1nnnc1SCC1=C(C(=O)O)N2C(=O)C(NC(=O)Cn3nc(C(F)F)cc3C3CC3)C2SC1 (configuration not stated) | 0 | -0.2 | -13 | -6 | -8 | 0 | 0 | 7 | -6 | -15 | 0.5

Compound activity (PubChem BioAssay)
